# BLM inh: inhibitors of human Bloom syndrome helicase BLM. recombinant BLM DNA unwinding, fluorescence dequenching. Potency, µM (series often up to 56.1 µM), for the others: at the top dose activity change, negative = inhibition, most hits filed as inhibitors. 350,000 tested, 0.2% active. P54132. AID 2528;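 also: potency is read from the fitted curve at half-maximal effect; plate controls were vehicle for no effect and no enzyme for full effect; nearly all actives have a fitted effect of over 35% in size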
# POLB inh: DNA polymerase beta (human) inhibition; P06746; Pol beta primer extension/strand displacement, fluorescence kinetic; Potency, µM (highest dose often 114 µM), inactives show at the top dose activity change, negative = inhibition, actives largely listed as inhibitors; 340,000 tested, 1.3% active; AID 485314; also: potency is read from the fitted curve at half-maximal effect; % is scaled to controls: 0 for no effect and ±100 for the full control effect
#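 Reaction started by 50 nM substrate onto compound-treated Pol beta (10 nM, 15 min preincubation, room temperature); plates read at 0 min and 10 min. Normalized concentration-effect data fitted by four-parameter Hill equation.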
# Apoferritin bind: candidate novel general anesthetic via apoferritin binding | P02791 | apoferritin/1-aminoanthracene competitive binding, fluorescence | Potency, µM (titrated, usually from 77.5 µM), for inactives: at the highest dose activity change, negative = displacement, most hits filed as inhibitors | 350,000 tested, 0.074% active; also: potency is read from the fitted curve at half-maximal effect; % is scaled to controls: 0 for no effect and ±100 for the full control effect; nearly all actives have a fitted effect of over 20% in size
#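 Apoferritin-based anesthetic binding model; compound displacement of fluorescent 1-AMA measured as endpoint fluorescence after 10 minutes at room temperature, scaled to free-ligand and complex controls.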
# PGK inhibitor: inhibitors of T. brucei phosphoglycerate kinase; 380,000 tested, 0.043% active; P07378; AID 602233; Potency, µM (titrated, usually from 57.5 µM), for inactives: at the highest dose activity change, negative = inhibition, actives largely listed as inhibitors; PGK/GAPDH coupled, Kinase-Glo luminescence, 60 min; also: potency is read from the fitted curve at half-maximal effect; % is scaled to controls: 0 for no effect and ±100 for the full control effect; nearly all actives have a fitted effect of over 60% in size
#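 Recombinant glycosomal PGK reaction used 1,3-bisphosphoglycerate generated in-well by GAPDH (100nM final) in 100mM TEA pH 7.6, 5mM MgCl2, 0.01% Tween-20. After 60 minutes at room temperature, ATP was read by Kinase-Glo Plus luminescence end-point.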
# POLK inh: DNA polymerase kappa (human) inhibition. Potency, µM (top dose mostly 107 µM), for inactives: top-dose activity, negative = inhibition, actives largely listed as inhibitors. AID 588579. purified Pol kappa, fluorescent DNA synthesis assay, 10 min. 400,000 tested, 0.53% active. Q9UBT6; also: potency is read from the fitted curve at half-maximal effect; % is scaled to controls: 0 for no effect and ±100 for the full control effect
#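 Inhibition of 10 nM Pol kappa is measured by a fluorescent read-out at 0 and 10 min following addition of 50 nM substrate (final), with a 15-min room-temperature compound preincubation.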
# Pol iota inh: inhibitors of human DNA polymerase iota. Potency, µM (top dose mostly 115 µM), for the others: top-dose activity, negative = inhibition, usual class: inhibitors. Q9UNA4. Pol iota fluorescent replication assay, 10 min. 390,000 tested, 1% active; also: potency is read from the fitted curve at half-maximal effect
#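 Pol iota at 10 nM preincubated 15 min with compounds at room temperature; reaction started with fluorescent substrate, 50 nM final. Fluorescence read kinetically at 0 and 10 min; buffer-only wells as negative control.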
# APE1 inh: inhibitors of human APE1 endonuclease | recombinant APE1, TAMRA/BHQ-2 abasic DNA cleavage fluorescence | P27695 | 350,000 tested, 0.35% active | Potency, µM (series often up to 65.8 µM), for inactives: at the top dose activity change, negative = inhibition, most hits filed as inhibitors;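 also: potency is read from the fitted curve at half-maximal effect; plate controls were vehicle for no effect and reference inhibitor for full effect; nearly all actives have a fitted effect of over 55% in size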
# Target sequence (P27695 whole entry, looked up): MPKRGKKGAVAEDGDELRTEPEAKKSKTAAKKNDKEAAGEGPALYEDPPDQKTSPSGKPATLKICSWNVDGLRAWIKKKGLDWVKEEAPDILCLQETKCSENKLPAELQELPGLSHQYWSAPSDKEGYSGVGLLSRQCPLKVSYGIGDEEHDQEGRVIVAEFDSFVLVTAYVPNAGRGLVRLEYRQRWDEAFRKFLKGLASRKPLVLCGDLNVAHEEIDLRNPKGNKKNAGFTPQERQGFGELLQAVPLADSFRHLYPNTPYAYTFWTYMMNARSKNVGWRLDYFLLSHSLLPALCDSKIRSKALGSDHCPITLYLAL
#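 Activity was derived from the fluorescence gain between first and third kinetic reads (60 s intervals, ex 525/em 598 nm) after 50 nM THF-abasic TAMRA/BHQ-2 duplex was added to 0.75 nM APE1 preincubated 15 min with compound.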
# Pol eta inh: DNA polymerase eta (human) inhibition | recombinant Pol eta, fluorescent DNA replication assay | Potency, µM (titrated, usually from 114 µM), without a hit: top-dose activity change, negative = inhibition, usual class: inhibitors | 390,000 tested, 1.2% active; also: potency is read from the fitted curve at half-maximal effect; % is scaled to controls: 0 for no effect and ±100 for the full control effect
#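 Pol eta at 10 nM preincubated with compounds 15 min at room temperature; reaction started with fluorescent substrate (50 nM final) and read kinetically at 0 and 10 min.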
# RXFP1 antag: antagonists of human relaxin receptor RXFP1 | Q9HBX9 | HEK293-RXFP1, relaxin-stimulated cAMP HTRF, 30 min; stronger effect = lower value | activity change, negative = inhibition, % at 57.5 µM | 350,000 tested, 0.59% active | AID 1259400;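 active = activity change of -60% or lower, but not beyond a set lower limit; inconclusive = change between -60% and -40%, or beyond the set limit; inactive = change above -40%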; also: % is scaled to controls: 0 for no effect and ±100 for the full control effect
# Target sequence (Q9HBX9 whole entry, looked up): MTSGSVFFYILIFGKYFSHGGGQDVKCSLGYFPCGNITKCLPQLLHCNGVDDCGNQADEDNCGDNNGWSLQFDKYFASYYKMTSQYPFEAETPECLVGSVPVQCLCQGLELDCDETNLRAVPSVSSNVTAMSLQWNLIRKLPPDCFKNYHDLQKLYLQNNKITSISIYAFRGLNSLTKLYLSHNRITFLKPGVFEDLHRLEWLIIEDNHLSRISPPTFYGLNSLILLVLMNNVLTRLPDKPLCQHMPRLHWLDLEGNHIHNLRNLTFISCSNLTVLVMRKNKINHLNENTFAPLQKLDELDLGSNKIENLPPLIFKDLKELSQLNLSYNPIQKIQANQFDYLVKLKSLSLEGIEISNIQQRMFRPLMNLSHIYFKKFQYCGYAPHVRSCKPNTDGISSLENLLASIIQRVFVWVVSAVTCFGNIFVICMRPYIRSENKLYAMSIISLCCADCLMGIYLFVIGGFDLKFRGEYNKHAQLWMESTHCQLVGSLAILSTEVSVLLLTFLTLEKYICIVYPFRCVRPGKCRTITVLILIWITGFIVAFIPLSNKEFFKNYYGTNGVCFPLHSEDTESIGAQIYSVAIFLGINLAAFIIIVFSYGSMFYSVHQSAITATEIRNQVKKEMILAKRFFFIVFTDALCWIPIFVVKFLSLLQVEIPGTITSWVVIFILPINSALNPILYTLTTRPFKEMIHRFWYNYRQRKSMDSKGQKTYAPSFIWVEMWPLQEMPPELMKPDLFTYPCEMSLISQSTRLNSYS
# Numbers without * were called inactive; i = inactive; ? = inconclusive; · = no result given; [ ] = dose if it differs, or a comment. Unless noted, calls follow the shape of the dose curve; as a rule, active = well fitted curve in the direction sought with a large enough effect; inconclusive = small, poorly fitted or top-dose-only effect, or another doubt; inactive = no such curve, though single readings can be large; an effect the other way counts as inactive or inconclusive. Only part of the results is shown; the hit share may differ from the screen's.
SMILES	Apoferritin bind	BLM inh	APE1 inh	Pol iota inh	Pol eta inh	RXFP1 antag	POLB inh	POLK inh	PGK inhibitor
O=C(/C=C/c1ccccc1)Nc1cc(C(=O)O)cc(C(=O)O)c1	-2.6%	-0.4%	-1.8%	33.1%[activator]	-13.7%	2.7	-7.5%	-4.9%	4.3%
O=C1CC(c2cccc(Cl)c2)CC(O)=C1C=Nc1cccc(Cl)c1 (stereo not given)	-8.1%	-9.1%	-3.0%	12.6%	-1.7%	-7.5	31.8%	-16.1%	3.0%
O=C(CSc1cccc[n+]1[O-])c1ccc(Cl)cc1	-15.4%	-2.3%	14.0%	19.9%	-18.9%	6.7	28.6%	-13.1%	2.0%
Cc1nonc1NC(=O)CSc1nc2ccccc2[nH]1	-10.1%	-6.1%	?	?	?	3.8	?	-5.5%	-8.7%
CC(C)(C)C1COc2ccccc2N1C(=O)c1cccc(Cl)c1 (stereo not given)	-0.6%	-3.3%	52.9%	60.0%[activator]	-3.4%	-2.5	4.9%	-10.4%	-7.2%
CCc1ccc(NC(=O)CSC2=Nc3ccccc3C3=NC(CC(=O)NC4CCCCC4)C(=O)N23)cc1 (stereo not given)	-1.3%	-0.2%	·	34.5%[activator]	-18.0%	-70.3*	-11.9%	3.2%[60.1 µM]	i
COc1cc2nc(C3CCC3)nc(N3CCN(c4ccccc4OC)CC3)c2cc1OC	-5.7%	-4.6%	-7.0%	-14.2%	-23.0%	-26.2	-18.5%	-17.5%	-7.5%
CCCc1cc2c(c(NC(C)=O)n1)c(=O)oc1ccccc12	-2.0%	4.5%	8.1%	12.1%	-1.0%	4.0	?	-12.3%	-8.3%
CCOC(=O)c1sc(NC(=O)c2cc(-c3cccc(O)c3)on2)c(C(=O)OCC)c1C	-5.4%	1.0%	1.7%	?	-10.2%	·	13.9%	-19.9%	3.0%
COCCNC(=S)NN=C1CCCCCC1	-10.1%	-0.7%	-7.8%	-14.5%	-5.2%	2.0	19.0%	-23.7%	-1.0%
Cc1cc2c(c(=O)o1)C(C13C=CC(CC1)C3)C(C#N)=C(N)O2 (stereo not given)	-3.6%	0.6%	2.6%	?	?	-1.3	-1.2%	-16.7%	-1.4%
COC(=O)c1cc2n(n1)CCCNC2=O	-0.6%	-1.6%	3.5%	4.4%	-4.0%	5.7	-2.0%	-13.1%	-5.4%
CC(C)S(=O)(=O)c1csc(NC(=O)Nc2cccc([N+](=O)[O-])c2)c1Cl	3.5%	?	0.0%	5.8%	-16.3%	3.0	-20.8%	-6.5%	7.2%
O=C(NNC(=O)c1ccccc1OCc1ccccc1)c1ccccc1F	8.0%	-3.0%	5.6%	91.6%[activator]	-21.0%	18.1	37.1%	-6.6%	5.0%
Cn1nc(C(F)(F)F)c2cc(C(=O)Nc3ccc(F)cc3)sc21	5.7%	-11.1%	11.1%	24.4%	-20.9%	-7.2	17.0%	-7.1%	-10.7%

# The list goes on:
SMILES	Apoferritin bind	BLM inh	APE1 inh	Pol iota inh	Pol eta inh	RXFP1 antag	POLB inh	POLK inh	PGK inhibitor
CCOC(=O)Cc1cc(=O)[nH]c(/N=C(\N)Nc2ccc(C)cc2C)n1	-2.6%	-8.5%	13.7%	32.9%	9.8%	-4.6	13.8%	-0.4%	i
CCCCN(C)/C=N/c1c(C#N)cnn1-c1ccc(C)cc1	-14.6%	-6.5%	-4.1%	18.7%	-26.3%	-20.6	-1.7%	-14.8%	-2.0%
O=C(Nc1ccc2nc(SCc3ccccc3)sc2c1)c1cccc(F)c1	2.8%	-2.2%	·	22.9%	-20.1%	·	5.1%	-6.6%	9.5%
CC1(C)CC2(CCO1)N1CC3(C)CN2CC(C)(C1)C3O (stereo not given)	-4.3%	0.7%	-3.9%	15.6%	2.7%	3.2	18.5%	-3.6%	-0.6%
Cc1cc(C)cc(OCCSc2nc3ccc(NC(=O)COc4ccccc4)cc3s2)c1	61.1%[activator]	-10.0%	·	-0.1%	-8.8%	·	-18.6%	-13.6%	-2.9%
CC(C)c1ccc(NC2=NCC(=O)N2Cc2cccs2)cc1	-12.4%	-3.3%	-5.9%	?	-6.7%	-7.1	10.3%	-20.0%	6.1%
Cc1ccc(C)c(OCCC(=O)OCC(=O)N2CCN(S(=O)(=O)c3ccc(Cl)cc3)CC2)c1	·	·	45.5%	?	-2.4%	·	·	-7.4%	2.9%
Cc1ccc(-c2nn3c(-c4ccccc4)nnc3c3ccccc23)cc1	-8.3%	-2.5%	·	15.5%	-5.7%	-8.7	-2.5%	3.2%	-1.7%
CC(=O)Nc1ccc(NCN2C(=O)[C@@H]3[C@H]4CC[C@H](C4)[C@@H]3C2=O)cc1	-8.0%	-7.6%	1.9%	37.1%[activator]	-10.9%	3.6	-9.1%	-13.3%	6.7%
CNC(=O)c1nc(C)n(-c2ccc(Cl)cc2Cl)n1	1.7%	1.3%	-3.5%	60.5%[activator]	-2.7%	-11.0	-17.3%	-0.3%	i
CCc1nnc(SCC(=O)Nc2ccc(N3CCOCC3)cc2)n1C	-8.0%	0.5%	16.6%	?	-0.6%	-7.4	0.7%	-11.7%	-3.6%
O=C(Nc1ccccc1)NC1CCS(=O)(=O)C1 (stereo not given)	-1.7%	-4.6%	5.6%	9.0%	-14.6%	-9.7	27.6%	-16.8%	-2.2%
O=C(NCc1ccco1)C1CC(c2cccc([N+](=O)[O-])c2)=NO1 (stereo not given)	-17.8%	0.2%	-1.9%	?	-0.2%	·	?	-17.2%	0.3%
CN(C)CCCNC(=S)N(CCCN(C)C)Cc1cc2cc3c(cc2[nH]c1=O)OCO3	-7.4%	79.4%[activator]	-4.7%	-9.7%	-22.8%	-0.7	0.4%	1.4%	-4.9%
COc1ccc(C(C)=O)cc1COC(=O)c1c(C)nn(-c2ccccc2)c1C	-11.3%	-8.5%	28.5%	20.8%	-5.1%	-1.4	-2.2%	-6.7%	-3.6%

# Later entries
SMILES	Apoferritin bind	BLM inh	APE1 inh	Pol iota inh	Pol eta inh	RXFP1 antag	POLB inh	POLK inh	PGK inhibitor
O=C(CN1CCN(S(=O)(=O)c2ccc(F)cc2)CC1)Nc1ccccc1C(=O)NC1CC1	·	·	10.7%	16.7%	-25.2%	-5.4	·	-5.1%	-7.9%
CC(C)Cc1nc(Cl)c(C#N)c2c1CCCC2	6.5%	0.0%	2.7%	-19.3%	-28.5%	-7.4	15.7%	0.7%[60.1 µM]	-5.3%
O=C1c2ccccc2C(=O)N1Cc1nn2c(-c3ccc(Cl)cc3)nnc2s1	-11.5%	-0.6%	3.5%	6.5%	4.8%	-1.8	21.1%	-21.9%	-3.0%
CCOc1ccc(NC(=O)c2ccc(N3CC4CC(C3)c3cccc(=O)n3C4)c(NC(=O)c3ccncc3)c2)cc1 (stereo not given)	-11.0%	-3.5%	1.2%	50.2%[activator]	-21.2%	-4.9	-1.2%	-16.7%	0.8%
COc1cccc(CNC(=O)c2ccc3c(=O)n4nc(Nc5ccccc5)sc4nc3c2)c1	-9.0%	-6.0%	·	10.5%	?	4.7	-18.1%	0.8%[60.1 µM]	-4.7%
Cc1ccc(NC(=O)Cc2ccc3c(c2)OCCO3)cc1S(=O)(=O)N1CCCCC1	-12.3%	-7.7%	13.0%	120.3%[activator]	-19.3%	-18.4	22.4%	-18.6%	-3.9%
O=C(Nc1cc2c(oc1=O)CCCC2=O)c1ccccc1	12.4%	-2.0%	-0.7%	-12.8%	-8.8%	4.7	-17.1%	-9.8%	-12.5%
O=C(O)CCCNC(=O)c1ccc(NC(=O)Cc2ccc(Cl)cc2)cc1	0.8%	-5.4%	2.5%	-12.0%	-14.4%	-6.5	-3.5%	10.3%	i
O=C1CC(c2ccco2)CC(O)=C1C=Nc1ccc(Br)cc1 (stereo not given)	0.8%	-5.8%	-7.5%	?	?	-10.7	?	?	-3.0%
COc1ccc(NC(=O)CN(C)C(=O)C(Sc2ccccc2)c2ccccc2)cc1 (stereo not given)	·	·	?	-9.6%	-3.7%	-22.6	·	7.9%	-2.5%
COc1ccccc1C(OC(=O)c1ccco1)C(=O)NCc1ccc(F)cc1 (stereo not given)	-15.8%	-1.3%	14.9%	106.7%[activator]	-6.0%	11.4	-7.9%	-6.3%	i
CC(=O)CSc1nc2ccccc2s1	?	-0.8%	0.7%	·	10.4%	-3.1	1.5%	-9.3%	-1.2%
CC(C)CC1NC(=O)N(CC(=O)Nc2cc(S(=O)(=O)N3CCOCC3)ccc2Cl)C1=O (stereo not given)	·	·	1.6%	-10.8%	-6.2%	-7.3	·	12.2%	-8.9%
CCN(CC(=O)Nc1cc(Cl)ccc1C)C(=O)c1ccc2c(=O)n3c(nc2c1)CCC3	·	·	17.7%	-0.6%	2.3%	6.4	·	-5.0%	-3.6%
O=C(O)CCNS(=O)(=O)c1ccc2c(c1)CCCC2	-1.6%	-2.8%	2.5%	32.7%	-9.7%	8.6	6.0%	8.0%	-5.0%
COc1ccc(-c2nnn(CC(=O)NCc3ccccc3)n2)cc1OC	-4.6%	6.5%	-10.0%	-13.9%	-7.2%	14.5	10.5%	-8.0%	-4.2%
CSc1sc(C(=O)OC(C)C)c2c1C(=O)CC(C)(C)C2	-9.4%	-5.2%	3.7%	12.2%	-23.4%	4.3	8.2%	-0.9%	-3.5%
CCn1c(C(=O)N2CCc3ccccc3C2)cc2oc3ccccc3c21	91.9%[activator]	-10.4%	0.7%	10.4%	-0.4%	-19.7	1.3%	-6.5%	-5.6%

# Part of the list above in a different format.
# Second line of a record – Apoferritin bind | BLM inh | APE1 inh | Pol iota inh | Pol eta inh | RXFP1 antag | POLB inh | POLK inh | PGK inhibitor
O=C(O)CCCNC(=O)c1ccc(NC(=O)Cc2ccc(Cl)cc2)cc1
  0.8% | -5.4% | 2.5% | -12.0% | -14.4% | -6.5 | -3.5% | 10.3% | i
CC(C)Cc1nc(Cl)c(C#N)c2c1CCCC2
  6.5% | 0.0% | 2.7% | -19.3% | -28.5% | -7.4 | 15.7% | 0.7%[60.1 µM] | -5.3%

# Screens deposited in PubChem by National Center for Advancing Translational Sciences (NCATS).
